Compound activity deposited in PubChem BioAssay by Sanford-Burnham Center for Chemical Genomics.
KOR beta-arrestin-1: kappa opioid receptor blockers – cell-based, luminescence, uHTS (AID 1778) | KOR beta-arrestin recruitment, luminescence, antagonist mode; higher % means a stronger effect | 290,000 compounds, 0.091% hits | inhibition, % at 10 µM; hits with a dose series show IC50 in µM; further: strong numbers were not always called active
XIAP displacement: XIAP antagonists, biochemical, IAP family, fluorescence polarization (AID 1018). XIAP BIR domain, fluorescence polarization peptide displacement; higher % means a stronger effect. displacement, % at 20 µM, or IC50 in µM where a hit was titrated. 200,000 compounds, 0.007% hits; in the data active means displacement above about 50%; further: a part of the inactive calls stands beside numbers as strong as those of hits
NOD2 inhibition: NOD2 signaling inhibitors, cell-based, luminescence, uHTS, HEK293 (AID 1566). HEK293 NOD2/NF-kB luciferase reporter, luminescence; higher % means a stronger effect. inhibition, % at 4 µM; hits with a dose series show EC50 in µM. 290,000 compounds, 0.63% hits; further: many of its hits are not listed in these tables
TNAP activation fold: stimulation of alkaline phosphatase TNAP activity – biochemical, luminescent, no phosphate acceptor, uHTS, primary screen (AID 1001). one-dose activation fold at 20 µM; EC50 in µM for titrated hits. 200,000 compounds, 0.03% hits. purified TNAP, luminescent activation assay, no phosphate acceptor; higher activation fold means a stronger effect; in the data active means activation fold from about 3, or a potency from the dose series; inactive means the rest, 99 in 100 with activation fold below about 1.6; further: many of its hits are not listed in these tables
PMI inhibition: human PMI inhibitors, high substrate, primary screen, biochemical, fluorescence intensity, high mannose 6-phosphate (AID 1220); 190,000 compounds, 0.66% hits; inhibition, % at 20 µM, or IC50 in µM where a hit was titrated; recombinant PMI enzyme, coupled fluorescence intensity; higher % means a stronger effect
KOR beta-arrestin-2: KOR agonists, beta-arrestin recruitment, primary screen, cell-based, luminescence, uHTS (AID 1777); 280,000 compounds, 0.02% hits; KOR beta-arrestin recruitment, luminescence; higher % means a stronger effect; activation, % at 10 µM; hits with a dose series show EC50 in µM; in the data active means activation above about 50%, passing the limit was not always enough; further: a part of the inactive calls stands beside numbers as strong as those of hits
NOD1 inhibition: inhibition of NOD1-driven NF-kB reporter – cell-based, luminescence, uHTS, primary screen (AID 1578); 290,000 compounds, 1% hits; NOD1-driven NF-kB luciferase reporter cells, luminescence; higher % means a stronger effect; inhibition, % at 4 µM; hits with a dose series show EC50 in µM; in the data active means inhibition mostly above about 36%, no sharp cut-off; inactive means mostly below about 34%;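 further: HEK-293T reporter cells stimulated with the NOD1 agonist gamma-tri-DAP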
LYP phosphatase: PTPN22 lymphoid phosphatase activity blockers – biochemical, fluorescence intensity, uHTS (AID 1779) | 290,000 compounds, 0.054% hits | inhibition, % at 11.5 µM, or IC50 in µM where a hit was titrated | recombinant LYP phosphatase, fluorescence intensity; higher % means a stronger effect;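 further: plate controls were vehicle with enzyme for no effect and no enzyme for full effect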
human PMI inhibition: MPI enzyme activity inhibition – biochemical, fluorescence intensity, coupled assay, primary screen (AID 1209). purified PMI enzyme, coupled fluorescence intensity; higher % means a stronger effect. inhibition, % at 20 µM; hits with a dose series show IC50 in µM. 190,000 compounds, 0.42% hits;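 further: plate controls were DMSO vehicle for no effect and wells lacking substrate for full effect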
Numbers without * were called inactive; . = not tested or not shown; [ ] = remark or other dose. Unless noted, no stated cut-off is given here; in the data, active means inhibition above about 50%; inactive means the rest. Only part of the results is shown, so the mix of outcomes need not match the whole.

SMILES | KOR beta-arrestin-1 | XIAP displacement | NOD2 inhibition | TNAP activation fold | PMI inhibition | KOR beta-arrestin-2 | NOD1 inhibition | LYP phosphatase | human PMI inhibition
CCOC(=O)c1c(Nc2nc(C)c(C(=O)NC)s2)sc(C)c1C | -18% | -5.6% | -1% | 1.1 | 19% | -3.2% | -30% | 1% | 19%
Cc1cccc(N2CCN(C(=O)c3cc(=O)[nH]c4ccccc34)CC2)c1C | -47% | -3.4% | 15% | 1.1 | 0% | -0.8% | -20% | -1% | -2%
O=C(CCc1ccc(S(=O)(=O)NCCc2ccccc2)cc1)NCc1ccco1 | 3% | -3.2% | -1% | 1 | -1% | 2.5% | -22% | -5% | -2%
N#Cc1c(N)c(C(=O)c2ccccc2)n2c1CCC2 | 21% | -1.0% | -8% | 1.2 | 8% | -6.8% | -19% | 2% | 10%
Cn1c(SCC(=O)Nc2ccc(C(N)=O)cc2)nc2c(c1=O)SCC2 | -3% | . | -10% | . | . | -1.6% | -55% | 0% | .
COc1ccc(CCNC(=O)C2CCCN2C(=O)Nc2cccc(OC)c2)cc1 (configuration not stated) | -17% | . | -3% | . | . | 3.3% | -8% | -6% | .
Cc1ccc(NC(=O)N2CCN(Cc3ccc4c(c3)OCO4)CC2)cc1 | -22% | -8.8% | -17% | 1.1 | -11% | -0.6% | -11% | -2% | -10%
COC(=O)c1cc(S(=O)(=O)N2CCCC2)c(Cl)cc1Cl | -18%[20 µM] | . | 20% | . | . | -5.1% | -4% | -12% | .
CC(C)C(=O)N1CCN(c2ccc([N+](=O)[O-])c(NC(C)c3ccccc3)c2)CC1 (configuration not stated) | -5% | -0.2% | -4% | 1 | 18% | 4.0% | -9% | 7% | 18%
Cc1ccc([C@@H]2[C@@H]3C(=O)N(C)C(=O)[C@@H]3[C@]3(Cc4ccccc4)C(=O)N(CCO)CC(=O)N23)o1 | -24%[20 µM] | . | 4% | . | . | 1.8% | -9% | -9% | .
NS(=O)(=O)c1ccc(NC(=S)Nc2ccc(F)c(F)c2)cc1 | -5% | -9.3% | 3% | 0.9 | 5% | 4.2% | -18% | -2% | 6%
CC(=O)Nc1ccc(-c2ccnc(-c3ccc(NC(C)=O)cc3)n2)cc1 | 20%[20 µM] | -10% | 7% | 1 | 7% | -1.1% | -38% | 0% | 9%
CCCCCCCCCCC[C@@H](C[C@@H]1OC(=O)[C@H]1CCCCCC)OC(=O)[C@H](CC(C)C)NC=O | -4% | -1.6% | -6% | 1.2 | 15% | 2.5% | -10% | 1% | 16%
Cc1ccc(OCc2cc(C(=O)NCCc3cccnc3)no2)cc1C | -14% | . | 1% | . | . | 2.8% | -58% | -6% | .
C=CCNC(=O)c1c(Br)cnn1-c1ccc(C)cc1 | -15% | -9.4% | -45% | 1.1 | 8% | -2.0% | -59% | 0% | 16%
COc1cc(Cl)c(C)cc1NC(=O)CSCC#N | 17% | -0.2% | 17% | 1.1 | 2% | -3.0% | -41% | -3% | 0%
O=S(=O)(/C=C/c1ccccc1)NC1CCCCCCC1 | -9% | -2.3% | 14% | 1 | 4% | 1.6% | 19% | -8% | 1%
CCc1ccc(N2CN=c3s/c(=C\c4ccccc4)c(=O)n3C2)cc1 | 6% | . | 2% | . | . | 5.5% | -13% | 0% | .
CCCCC(c1nnnn1CC1CCCO1)N1CCN(c2ccccc2)CC1 (configuration not stated) | 16% | -4.2% | 20% | 1 | -16% | 2.1% | -34% | -2% | -22%
COc1ccc(Nc2nc(C)cc(C)c2C(N)=O)c(OC)c1 | -41% | -5.4% | -2% | 1.1 | 44% | -5.5% | 14% | -4% | 44%
Oc1ccc(C(=S)N2CCCCC2)cc1Cl | 12% | -7.5% | 16% | 1.1 | -7% | -0.4% | 1% | -7% | 0%
Cc1ccc2nc(C3CCCCC3)[nH]c2c1 | -32%[20 µM] | . | -40% | . | . | -1.1% | -44% | -8% | .
CCC1CN(C(=O)NCc2cccc(OC)c2)c2ccccc2O1 (configuration not stated) | -6% | . | -1% | . | . | -3.1% | -7% | -4% | .
COc1ccccc1-c1ccc(Nc2cccc(C(F)(F)F)c2)nn1 | -2% | -3.6% | -3% | 1 | 3% | -5.0% | -14% | -3% | -2%
C=CCNCCOc1cccc(Br)c1 | . | -0.2% | 11% | 1.1 | 1% | -0.5% | -33% | 0% | -3%
Cn1c(SCC(=O)Nc2cccc(F)c2)nc2c(c1=O)SCC2 | -10% | . | 10% | . | . | -2.7% | -28% | 6% | .
CCOC(=O)c1cc(-c2ccc(Cl)cc2)nc2c1c(C)nn2CCC#N | 8% | -3.2% | 7% | 1.1 | 11% | -1.2% | 0% | -2% | 20%
CCc1nnc(NC(=O)c2ccc(S(=O)(=O)N3CCCCC3C)cc2)s1 (configuration not stated) | -2% | -0.6% | -5% | 1.1 | 5% | -2.3% | -2% | -5% | 2%
NNC(=O)c1cccc(COc2cccc(Br)c2)c1 | -17% | 1.0% | -100% | 1.1 | -7% | 3.0% | -29% | -4% | 2%
COc1cccc(OC)c1C(=O)NC(C)C12CC3CC(CC(C3)C1)C2 (configuration not stated) | 3% | -1.1% | 13% | 1.2 | -6% | -0.2% | 13% | 0% | -5%
COc1cccc(NS(=O)(=O)c2ccc3c(c2)NC(=O)C(C)S3)c1 (configuration not stated) | -11% | . | 42% | . | . | 8.0% | 10% | -6% | .
CCOc1ccc(NC(=O)CSc2nnnn2-c2ccc(C(N)=O)cc2)cc1 | -8% | . | 9% | . | . | -2.8% | 4% | -5% | .
Cc1ccccc1Cn1c2ccccc2c2cnn(CC(=O)NCc3ccccn3)c(=O)c21 | 8% | . | 30% | . | . | 1.8% | -25% | -3% | .
O=C(Nc1cccc(-c2nn[nH]n2)c1)c1cccs1 | -11% | . | 1% | . | . | 8.5% | -25% | -8% | .
COCC(=O)N/N=C(\C)CC(=O)NCc1ccco1 | 11% | -7.2% | 0% | 1.1 | -1% | -1.9% | -28% | -6% | -1%
Cc1ccc2nc(NC(=O)c3ccco3)sc2c1 | -11% | -19% | -72% | 1.1 | 6% | 0.4% | 60% | -3% | 10%
CO/C([O-])=N/c1c[n+](-c2ccc(Cl)cc2)no1 | 5% | -8.3% | -1% | 1.1 | -38% | -0.4% | -24% | -3% | -20%
CC1CCCN(C(=O)Cn2c(=O)oc3ccccc32)C1 (configuration not stated) | 8% | -0.5% | 1% | 1.1 | -6% | -2.9% | -3% | 4% | -5%
CCOc1ccccc1NC(=S)N1CCN(c2ccc(OC)cc2)CC1 | 24% | . | 11% | . | . | 0.1% | -2% | -9% | .
CCc1c(C)sc(NC(=O)CN2CCN(C(=O)c3ccco3)CC2)c1C(=O)OC | 3% | . | 23% | . | . | -3.8% | -6% | -6% | .
CC(C)CCNCC1OCc2ccccc2CO1 | -1% | -13% | -7% | 1 | 2% | 1.2% | -21% | -7% | 11%
CCN(CC)CCOC(=O)c1c(C)n(C)c2ccc(OC)cc12 | -30% | -1.2% | 17% | 1.1 | 0% | 4.1% | 14% | -2% | 7%
C=C(C)c1cccc(C(C)(C)NC(=O)Nc2ccc(C(N)=O)cc2)c1 | -15%[20 µM] | 13% | 4% | 1.3 | 9% | . | -4% | -8% | 12%
CC(=O)N(NC(N)=O)C(C)CC(=O)C1C(C)C=CCC1(C)C (configuration not stated) | 10% | . | 9% | . | . | 0.2% | -2% | -4% | .
CCOC(=O)c1ccc(S(=O)(=O)n2c(CN3CCCCC3)nc3ccccc32)cc1 | -15% | 2.0% | 12% | 1.1 | 5% | 1.6% | -7% | 6% | 12%
CC1CC(C)CN(C(=O)CSC2=Nc3ccccc3C3=NC(Cc4c[nH]c5ccccc45)C(=O)N23)C1 (configuration not stated) | 9% | -5.5% | 10% | 1.1 | 2% | -8.7% | -21% | -1% | 4%
O=C(Nc1ccc([N+](=O)[O-])cc1)c1nc[nH]c1C(=O)NC1CCCCC1 | -13% | -0.6% | -12% | 1.3 | -12% | -3.0% | 81%* | -3% | -16%
Cc1cccc(N2C(=O)N3[C@H](c4ccc(Br)cc4)[C@@H]4C(=O)N(C(C)(C)C)C(=O)[C@@H]4[C@]3(C)C2=O)c1 | -51%[20 µM] | . | 20% | . | . | -4.1% | 54% | -6% | .
COc1ccc(C2C3C=CCC(c4cccc(-c5ccc(C)cc5)c4)C3C(=O)N2Cc2ccccc2)cc1Cl (configuration not stated) | 11% | . | 1% | . | . | -0.5% | 1% | 0% | .
NC(=O)[C@@H]1CCCCNc2c(F)cc([N+](=O)[O-])cc2C(=O)N[C@@H](CC(=O)O)C(=O)NCC(=O)N1 | 4% | -12% | 0% | 1 | 1% | -1.1% | -36% | 0% | -2%
Continuation:
SMILES | KOR beta-arrestin-1 | XIAP displacement | NOD2 inhibition | TNAP activation fold | PMI inhibition | KOR beta-arrestin-2 | NOD1 inhibition | LYP phosphatase | human PMI inhibition
CCN(CC)C(=O)C1=C(C)NC(=S)NC1c1cn(-c2ccccc2)nc1-c1ccc(Cl)cc1 (configuration not stated) | -3% | -6.4% | 0% | 1 | 8% | 3.8% | 0% | 4% | 10%
Cn1c(=O)c2c(nc(Br)n2Cc2ccc3ccccc3c2)n(C)c1=O | 12% | -3.4% | 13% | 1.1 | -2% | 1.5% | 31% | -8% | 0%
O=S(=O)(c1ccc(S(=O)(=O)N2CCN(Cc3ccccc3)CC2)cc1)N1CCOCC1 | -2% | -2.2% | 3% | 1.2 | 0% | 1.0% | -20% | -9% | -3%
COc1ccccc1-c1ccc(=O)n(CC(=O)NCc2ccco2)n1 | -17% | -2.7% | -17% | 1.1 | -10% | 12% | -2% | -3% | -20%
CCOC(=O)c1ccc(S(=O)(=O)N2CCC(C(=O)OCC)CC2)cc1 | 3% | 0.0% | -4% | 1 | -2% | 0.6% | -38% | 8% | -1%
CCN(CC)C(=O)Cn1cnc2sc(C(=O)NCCCN3CCOCC3)c(C)c2c1=O | 24% | . | 27% | . | . | -3.4% | -2% | -5% | .
CC1(C)CC(=O)C(C=NCCN2CCN(C(=S)Nc3ccccc3)CC2)=C(O)C1 | -27% | -2.1% | 6% | 1.1 | -8% | 6.1% | 0% | -2% | 1%
